# Insulin prom inh = TRM-6 insulin promoter activity inhibition | TRM-6 cells (human fetal islet line), insulin promoter-eGFP reporter, imaging; reporter expression induced with tamoxifen | 0.9% of 130,000 active | inhibition, % at 2 µM;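 active = inhibition above the mean plus 3 SD, with well images judged a real hit on visual review, cut at about 60% in these data, passing the limit was not always enough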
# SDO1 yeast rescue = restores growth of sdo1-depleted yeast; z-score at 10 µM; AID 817; S. cerevisiae sdo1-depleted JHY4D growth rescue, OD600 30 h; stronger effect = higher value; pdr5 snq2 efflux-pump mutant strain; 0.21% of 140,000 active;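 active = z-score above 3 at both the 24 hr and the 30 hr optical density reads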;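 note: z-score against mean and SD of all compound wells on the same plate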
# SDO1 yeast rescue Rescue 24 h = further read-out of SDO1 yeast rescue, marked with its call; z-score; S. cerevisiae sdo1-depleted JHY4D growth rescue, OD600; measured here: growth rescue at 24 h;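 0 is the plate mean of compound wells and units are plate SD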
# Active calls of the source: *; i = inactive; . = no result given.
SMILES,Insulin prom inh,SDO1 yeast rescue,SDO1 yeast rescue Rescue 24 h
CCNC(=O)COC(=O)CCNC(=O)c1cccc(C)c1,0,.,.
CCCN(CC1CC1)S(=O)(=O)c1ccc(-n2cnnn2)c(OC)c1,-20,-1.1,-1.8
CC[C@H](C)[C@@H]1NC(=O)c2cc([N+](=O)[O-])cc(F)c2NCCCC[C@@H](C(N)=O)NC(=O)[C@H](CC(N)=O)NC1=O,-10,-0.2,-0.53
O=C(Cn1nc(Cc2cccnc2)c2ccccc2c1=O)NCC1CCCO1 (configuration not stated),.,1,1.2
COc1cccc(OCC(O)CN2CCN(CCN3C(=O)c4cccc5cccc(c45)C3=O)CC2)c1 (configuration not stated),-20,.,.
CCOC(=O)CCCCC(=O)c1[nH]c(=O)[nH]c1Cn1ccnc1,21,1.3,0.37
Cc1ccc2c(c1)cc(CN(Cc1ccc3c(c1)OCO3)C(=O)c1cnccn1)c1nnnn12,.,-0.15,0.49
COC(=O)c1ccc(C(=O)OC)c(NC(=O)C(C)(C)C)c1,0,.,.
Cc1ccc(NC(=O)CSc2nc(C)c(C)c(C)n2)c([N+](=O)[O-])c1,31,-0.52,-0.3
CC(C)(C)C1CCC2(CC1)C(C#N)=C(SCC(=O)Nc1ccccc1)NC(=O)C2C#N (configuration not stated),-4,-0.57,0.07
O=c1oc2ccccc2c(O)c1CN1CCCCC1,.,0.55,-0.14
CC1CCN(S(=O)(=O)c2ccc3c(c2)c(=O)c(C(=O)NC2CCCC2)cn3C)CC1,27,-0.31,-0.44
CC(NC(=O)CCCCCCN1C(=O)c2ccccc2C1=O)c1ccc2c(c1)CCCC2 (configuration not stated),.,-1.3,-1
CSc1ccc(NC(=O)Nc2cccn(Cc3ccccc3F)c2=O)cc1,19,.,.
CCCc1nc(N2CCCC2)c(C#N)c2c1CCCC2,8,0.45,0.54
CC(C)OC(=O)Nc1ccc(Oc2c(F)c(F)c(F)c(F)c2F)cc1,-9,-0.24,-0.06
Cc1ccc(NC(=O)Cc2nnc(SCC(=O)c3ccc(Br)cc3)n2C)cc1,-11,0.28,2.4
CCOC(=O)c1ccc(CNC(=O)c2n[nH]c(=O)c3ccccc23)o1,.,-0.05,-0.14
O=C1c2ccccc2C(=O)N1CCCCn1c(=O)oc2ccccc21,.,-0.96,-0.93
COc1cccc(CC(C(=O)Nc2cc(C)ccc2C)c2nn[nH]n2)c1OC (configuration not stated),-27,1.7,1.1
CCn1c(SCCOc2ccc(OC)cc2)nnc1C(CO)NC(=O)c1ccc(OC)cc1 (configuration not stated),-40,-0.18,-0.35
Cc1nc2ccccc2n2c(O)c(CC(=O)O)cc12,.,0.99,4
O=C(/C=C\c1cn(-c2ccccc2)nc1-c1cccs1)N1CCOCC1,-45,-1.2,-0.69
COc1ccc(-n2nc([N+](=O)[O-])c(=NCCc3ccc(C)cc3)n2O)cc1,0,.,.
Cn1cc(SCC(=O)N2CCN(c3ccccc3)CC2)c2ccccc21,.,-0.86,-0.85
COc1ccc2c(c1)nc(NCCO)n2C,0,0.95,0.42
CCCCNC(=O)OC1CCS(=O)(=O)C1 (configuration not stated),.,0.75,0.59
CCSc1nc2ccccc2n1CC(=O)N1CCCCC1,.,0.25,0.33
Fc1cccc(NC(=S)N2CCCCC2)c1,.,1.4,0.89
O=C(NNC(=S)Nc1ccccc1)c1cccs1,-27,-0.14,0.26
O=C(C1CCN(Cc2ccc(OCc3ccccc3)cc2)CC1)N1CCCC1,.,-0.51,-1.3
CCN(CC)S(=O)(=O)c1ccc(Cl)c(C(=O)NC2CCCC2)c1,.,0.39,-0.36
Cc1cccc(NS(=O)(=O)c2ccc(C3CCCCC3)cc2)c1,.,-1.5,-0.73
O=CNCC(=O)NC1CCCCCC1,.,0.29,-0.76
CC1CCCCC1NC(=O)/C(C#N)=C/c1ccc(F)c(F)c1 (configuration not stated),-40,-1.7,-0.78
Cc1ccccc1NC(=O)c1cccc(N2C(=O)C3C4CCC(C4)C3C2=O)c1 (configuration not stated),13,0.45,0.59
CCOc1ccccc1C1C(C#N)=C(N)Nc2onc(-c3ccccc3)c21 (configuration not stated),.,-0.22,0.9
COc1ccc(CSc2nnc(C)s2)cc1F,23,.,.
O=C(c1cc(-c2ccncc2)nc2ccc(Br)cc12)N1CCN(c2ccccn2)CC1,-34,-1.5,-0.5
Cc1csc(NC(=O)CSc2nnc(-c3ccncc3)n2C)n1,.,0.61,-1
COC(=O)COc1ccc(S(=O)(=O)Nc2ccc(C(N)=O)cc2)cc1,-128,-0.42,-0.55
COc1ccccc1N1CCN(C(=O)c2ccc(S(=O)(=O)N3CCCCCC3)cc2)CC1,-162,-0.12,-0.28
CC(C)Cc1nnc(NC(=O)CCC(=O)N2CCN(c3ccccn3)CC2)s1,19,0.63,0.06
Cc1c(N(CC(=O)O)S(=O)(=O)c2ccccc2)c(=O)n(-c2ccccc2)n1C,-28,.,.
O=C(Nn1c(C2CCCCC2)nc2ccccc2c1=O)c1ccc([N+](=O)[O-])cc1,12,-0.17,-0.03
CC1CCCC(C)N1/N=C/c1ccccc1C(=O)O (configuration not stated),72*,.,.
COc1cccc(NC(=O)COC(=O)c2ccc(S(=O)(=O)NCc3ccco3)cc2)c1,14,0.44,0.62
c1ccc(C2CC3CC(c4ccccc4)N2O3)cc1 (configuration not stated),-31,0.19,-0.59
CC(C)(C)c1ccc(OCCCC(=O)NC2=NCCS2)cc1,-13,-1,-1.4
O=C1c2ccccc2S(=O)(=O)N1CC(O)COc1ccc(Cl)cc1 (configuration not stated),-15,0.22,0.87
CCc1nn(C(C)C(=O)Nc2cccc(C)c2C)c(=O)c2cc3occc3n12 (configuration not stated),-27,-0.64,2
CCN(CC)S(=O)(=O)c1ccc(C)c(NC(=O)/C=C/c2cccs2)c1,24,-0.74,0.56
CC1CCCCC1NC(=S)Nc1ccc(SC(F)F)cc1 (configuration not stated),6,-1.9,-1.4
Cc1csc(/C(C#N)=N/O)n1,.,0.03,-0.44
COc1ccc(-c2c(C(=O)O)nc3ccccc3c2C(=O)O)cc1,23,0.16,-0.32
CCN(CC)CCCN(Cc1cc2ccc(C)c(C)c2[nH]c1=O)C(=O)NC1CCCCC1,20,0.91,0.46
CC(C)NC(=O)NC(=O)COc1c(F)c(F)cc(F)c1F,5,0.04,-0.59
O=C(N/N=C/C=C\c1ccco1)c1cccnc1,-16,-0.16,-0.45
COc1ccc(C2C(C#N)=C(N)Oc3n[nH]c(-c4ccccn4)c32)c(OC)c1OC (configuration not stated),.,2.6,3.1
CSc1ccc(-c2ccco2)nn1,-54,.,.
# Going on with the list.
SMILES,Insulin prom inh,SDO1 yeast rescue,SDO1 yeast rescue Rescue 24 h
NC(=O)c1cccnc1Oc1cccc(Cl)c1,8,0.4,0.34
CCOc1ccc(C(=O)c2ccncc2)cc1,52,0.55,-0.08
CCOC(=O)/C(=C/c1c2ccccc2cc2ccccc12)NC(=O)c1ccccc1,-67,-1.2,-0.24
CC(C)=C1C(=O)NN(c2ccc(C)c(Cl)c2)C1=O,17,0.89,-0.02
C/C(=N\NC(=O)COc1ccc(C#N)cc1)c1ccc(N2CCOCC2)cc1,-5,0.84,1.1
O=[N+]([O-])c1cccc(CSc2cccc[n+]2[O-])c1,-25,.,.
COc1ccc(C2(C(=O)Nc3ccc(C(=O)O)cc3)CCOCC2)cc1,.,1.1,0.59
O=C(CSc1nc(C2CCCCC2)nc2ccccc12)NCc1ccc2c(c1)OCO2,22,-1.2,-0.28
Cc1cc(S(=O)(=O)N2CCN(Cc3ccccc3)CC2)c(C)s1,.,0.44,0.61
CC(=O)Nc1cc(N=Cc2ccc(O)cc2O)c(Cl)cc1Cl,-5,0.3,-0.68
NS(=O)(=O)c1ccc(CNC(=O)CSc2ccccc2)cc1,0,.,.
COc1ccc(-n2nnnc2S(=O)(=O)CC(=O)N2CCCCC2)cc1,.,-0.95,-1.6

# Structures listed so far with a COOH group, in the order listed:
SMILES,Insulin prom inh,SDO1 yeast rescue,SDO1 yeast rescue Rescue 24 h
Cc1nc2ccccc2n2c(O)c(CC(=O)O)cc12,.,0.99,4
Cc1c(N(CC(=O)O)S(=O)(=O)c2ccccc2)c(=O)n(-c2ccccc2)n1C,-28,.,.
CC1CCCC(C)N1/N=C/c1ccccc1C(=O)O (configuration not stated),72*,.,.
COc1ccc(-c2c(C(=O)O)nc3ccccc3c2C(=O)O)cc1,23,0.16,-0.32
COc1ccc(C2(C(=O)Nc3ccc(C(=O)O)cc3)CCOCC2)cc1,.,1.1,0.59

# Single records (already shown). Order of values: Insulin prom inh, SDO1 yeast rescue, SDO1 yeast rescue Rescue 24 h
# C/C(=N\NC(=O)COc1ccc(C#N)cc1)c1ccc(N2CCOCC2)cc1 is listed as -5, 0.84, 1.1
# CC(C)=C1C(=O)NN(c2ccc(C)c(Cl)c2)C1=O is listed as 17, 0.89, -0.02
# Cc1cc(S(=O)(=O)N2CCN(Cc3ccccc3)CC2)c(C)s1 is listed as ., 0.44, 0.61
# COc1ccc(-n2nnnc2S(=O)(=O)CC(=O)N2CCCCC2)cc1 is listed as ., -0.95, -1.6

# Printed as active in Insulin prom inh, of those listed so far:
SMILES,Insulin prom inh,SDO1 yeast rescue,SDO1 yeast rescue Rescue 24 h
CC1CCCC(C)N1/N=C/c1ccccc1C(=O)O (configuration not stated),72*,.,.

# Continued:
SMILES,Insulin prom inh,SDO1 yeast rescue,SDO1 yeast rescue Rescue 24 h
O=C(CSc1ncnc2c1oc1ccccc12)NC1CCCCC1,.,-0.73,-0.9
O=C(COC(=O)C1CCC(=O)N1)Nc1ccccc1Br (configuration not stated),17,.,.
O=C(COC(=O)/C=C/c1ccccc1Cl)NC(=O)Cc1ccccc1,.,-0.19,-0.21
O=C(CCC(=O)N1CCN(S(=O)(=O)c2ccc(Cl)cc2)CC1)NCc1ccccc1,-42,-1.4,-1.6
C=CCSc1nnc(-c2cnn(-c3ccccc3)c2-n2cccc2)n1C,-20,-0.9,-1.5
O=C(Nc1ncc2c(n1)-c1ccccc1CC2)c1cccc(Cl)c1,.,-2,-1.9
COc1ccccc1C(=O)Nc1c2c(nn1-c1cccc(C)c1C)CS(=O)C2 (configuration not stated),.,-0.56,-1.3
O=c1nc2c(-c3ccccc3F)n[nH]n2c2ccccc12,.,-0.41,-0.51
O=C(CSC1=NCCS1)NC1CCCCC1,10,0.21,-0.34
Cc1[nH]c(=O)[nH]c(=O)c1CSc1nnc([C@@H](NC(=O)OC(C)(C)C)C(C)C)o1,0,-0.67,-0.91
Cc1ccc(OCCNc2ccc(C(F)(F)F)cc2[N+](=O)[O-])cc1,.,0.68,0.78
S=C(NCc1ccccn1)Nc1ccc(Br)cc1Cl,-26,.,.

# Brought forward from above: 2 compounds, then new ones.
SMILES,Insulin prom inh,SDO1 yeast rescue,SDO1 yeast rescue Rescue 24 h
Cc1ccc(OCCNc2ccc(C(F)(F)F)cc2[N+](=O)[O-])cc1,.,0.68,0.78
S=C(NCc1ccccn1)Nc1ccc(Br)cc1Cl,-26,.,.
Cc1cc(C(=O)Nc2c(C)nn(Cc3ccc(F)cc3)c2C)on1,.,-0.53,-0.81
Cc1cccc(NC(=O)c2cc3c([nH]c4ccccc43)c(C)n2)c1C,.,0.46,0.14
Cc1nc(NC(=O)C2CCCCC2)sc1C,0,0.11,0.13
CC(=O)CCc1ccc(OCCCCn2cncn2)cc1,22,0.77,-0.26
CC(C)c1ccccc1-n1cc[nH]c1=S,18,.,.
O=C(Nc1cnccn1)c1ccncc1,25,1.3,0.66
Cc1ccc(C(=O)CSc2nn3c(=O)c(C(C)(C)C)nnc3s2)cc1,-23,1.8,2.8
COc1ccc(N(C(=O)c2ccn[nH]2)C(C(=O)NC(C)(C)C)c2ccc(F)cc2)cc1 (configuration not stated),-54,-0.29,-0.43
Cc1cccc(N(CC(=O)NC2CCCC2)C(=O)c2c(C)noc2C)c1,50,0.61,0.03
CSc1ccccc1-n1nnnc1SCc1ccccc1,10,-0.36,-0.08
Cc1ccc(OCCN2CCN(c3nc(NCc4ccco4)c4ccccc4n3)CC2)cc1,0,-0.93,-0.52
CCOC(=O)C1=NN(C(C)=O)C2(CC(=O)N(c3ccc(C)c(C)c3)C2=O)C1 (configuration not stated),-40,0.53,0.93
Cc1ccc(C)c(NC(=O)C(NCC(C)(C)N2CCOCC2)c2ccccc2)c1 (configuration not stated),-43,.,.
CCOc1ccc(N(C(=O)Cn2nnc3ccccc32)C(C(=O)NC(C)(C)CC)c2cccn2C)cc1 (configuration not stated),-462,-0.31,-0.84
CCOC(=O)C(C(=O)Nc1ccccc1C)C1CCCCC1 (configuration not stated),-39,0.03,1.2
Cc1cccc(OC(=O)NCCOC(=O)N(O)c2ccc(Cl)cc2)c1,-12,0.77,1
Cc1ccc(Oc2ccc(C(=O)NC3CCSC3=O)cn2)cc1 (configuration not stated),17,0.43,0.11
O=c1oc(-c2cccs2)nc2c1cnn2-c1ccccc1,.,-0.96,-1.7
CC1=CC(c2ccccc2)=Nc2ccc(C)cc2N1,50,1.3,0.14
CCCCCOC(=O)CC(C(=O)OCCCCC)N1CCCCC1 (configuration not stated),60,0.75,0.13
CC(OC(=O)c1ccncc1)C(=O)Nc1cc(S(=O)(=O)N2CCCCC2)ccc1Cl (configuration not stated),6,-0.49,-1.1
CCOc1ccc(-c2noc(CCC(=O)O)n2)cc1,.,1.6,2
Cc1ccc(Cn2c(C)cc3c(c2=O)C(c2cccs2)C(C#N)=C(N)O3)cc1 (configuration not stated),-14,-0.66,-0.89
CC1=CC(C)(C)N(S(=O)(=O)c2ccc(F)cc2)c2ccc(C)cc21,-7,-1.4,-0.89
Cn1c(=O)c(NC2CCCCC2)c2c3c(cccc31)C(=O)c1ccccc1-2,i,.,.
O=C(CSc1nnc(CNC(=O)c2cccs2)o1)Nc1ccc2c(c1)OCO2,-32,1.8,1.3
O=c1cc(O)n(-c2ccc(F)cc2)c(=S)[nH]1,64,0.47,0.33

# From PubChem
